Source: PubChem (several laboratories)
SIAH1 antagonists: Siah-1 peptide-binding antagonists, primary screen, biochemical, fluorescence polarization, rhodamine-plectin, uHTS (AID 1817). 0.02% of 290,000 active. Siah-1 / rhodamine-plectin peptide fluorescence polarization; higher % means a stronger effect. displacement, % at 20 µM; hits with a dose series show IC50 in µM;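 active = displacement of at least 50% at 20 µM, with a fluorescence ratio check between 0.3 and a set limit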;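 note: plate controls were Siah plus tracer with DMSO for no effect and tracer alone without Siah for full effect; strong numbers were not always called active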
West Nile virus CPE: inhibition of WNV-induced cytopathic effect – cell-based, CPE readout (AID 1621); one-dose CPE inhibition, % at 10 µM; IC50 in µM for titrated hits; 0.02% of 290,000 active; West Nile virus-infected cells, CPE inhibition; higher % means a stronger effect; in the data active = a potency from the dose series; inconclusive = CPE inhibition mostly from about 3.7% at the one dose, without a potency; inactive = the rest, 99 in 100 with CPE inhibition below about 2.2%; note: strong numbers were not always called active
Salmonella PhoP GFP: PhoP-dependent GFP reporter repression – Salmonella Typhimurium, primary screen (AID 1863) | inhibition, % at 50 µM, or IC50 in µM where a hit was titrated | S. Typhimurium PhoP-regulated promoter GFP reporter, 4 h; higher % means a stronger effect | 0.16% of 300,000 active;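 active = inhibition over 29.93%, a cutoff 3 SD above the screen mean, later confirmed by dose response; inconclusive = inhibition over 29.93% but no dose response follow-up; inactive = inhibition at most 29.93% or unconfirmed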;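 note: 0% = low Mg2+ inducing control and 100% = high Mg2+ repressing control; strong numbers were not always called active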
Active calls of the source: *; ? = inconclusive.

SMILES	SIAH1 antagonists	West Nile virus CPE	Salmonella PhoP GFP
Cc1ccccc1CC(=O)NCc1cccnc1	3%	-0.4%	0%
CCC(C(=O)NCC1CCCO1)N(Cc1ccc(F)cc1)C(=O)CNS(=O)(=O)c1ccccc1 (stereo not given)	5%	-0.4%	-3%
O=C(NC1CCCCC1)C(c1ccc(F)cc1)N(C(=O)c1csnn1)C1CCCC1 (stereo not given)	-1%	-1.0%	0%
CC1CCc2sc3ncnc(N4CCN(CCO)CC4)c3c2C1 (stereo not given)	0%	-1.5%	-5%
NC(=O)CSc1nc2ccccc2c(=O)n1CCc1ccccc1	-2%	-0.6%	5%
CCCC[C@@H](CNC)NC[C@H](NCCCCC1CCCCC1)C(C)C	-4%	-2.1%	9%
CC(C)Oc1ccc(C(=O)OCC(=O)NCCNC(=O)COC(=O)c2ccc(OC(C)C)cc2)cc1	9%	0.0%	-6%
C[C@@H](CN1C(=O)C(=O)NC[C@@H]1Cc1ccc(O)cc1)NC(=O)Cc1ccccc1	4%	-0.2%	2%
CCOc1ccc(-c2cnc(NCc3cccc4ccccc34)n2CCOC)cc1	16%	?	5%
COc1ccc(N(CC(=O)Nc2cccc(C)c2)S(=O)(=O)c2ccc(C)cc2)cc1OC	3%	-1.3%	-6%
NC(=O)NC(=O)CN1C(=O)NC(c2ccccc2)(c2ccccc2)C1=O	2%	-0.6%	4%
N#Cc1cnc2nc(SCc3ccccc3)nn2c1	0%	0.1%	-4%
CC(=O)NCC1CCCN(C(=O)c2ccc(OC3CCN(Cc4ccccn4)CC3)cc2)C1 (stereo not given)	-2%	0.1%	2%
Cc1nn(CC(=O)NCCCN2CC(C)CC(C)C2)c(=O)c2cccn12 (stereo not given)	-2%	0.0%	7%
O=C(COc1ccc2c3c(c(=O)oc2c1)CCCC3)N1C[C@H]2C[C@@H](C1)c1cccc(=O)n1C2	-1%	0.3%	2%
CCOc1ccc(NC(=S)Nc2cccc3ccccc23)cc1	7%	-0.4%	-1%
CCCc1nnc(NC(=O)COc2ccc3c(c2)OCO3)s1	2%	-0.2%	4%
COC(=O)COc1ccc2c(c1)O/C(=C\c1cccc([N+](=O)[O-])c1)C2=O	2%	-0.5%	-6%
CCN1C(Nc2ccccc2)=NC[C@@H]1C	5%	-0.7%	-1%
Cc1cccc(N(Cc2ccccc2)C(=O)c2ccccc2F)c1	-4%	-1.0%	0%
COc1cccc(NC(=O)CN2C(=O)CSc3ccc(S(=O)(=O)N4CCOCC4)cc32)c1	2%	-0.5%	-3%
O=C(O)CC1(c2ccc(F)cc2)C2CC3CC(C2)CC1C3 (stereo not given)	-2%	1.2%	19%
CCN(CC(=O)Nc1ccc(OC)cc1)C(=O)CN1C(=O)NC(C)(c2ccc3ccccc3c2)C1=O (stereo not given)	-1%	-0.3%	-3%
Cc1ccc(S(=O)(=O)NC(=O)Nc2cc(C)no2)cc1	4%	-0.8%	-2%
O=C(N=C1SC2CS(=O)(=O)CC2N1c1ccccc1F)C1CCCCC1 (stereo not given)	2%	0.0%	-2%
CC(=O)Nc1ccc(C(=O)OCCCOC(=O)c2ccc(NC(C)=O)cc2)cc1	3%	0.0%	-4%
O=C(C1CCCC1)N1CCC(CC2CC(c3ccc(Cl)cc3)=NO2)(C(=O)NCC2CCCCC2)CC1 (stereo not given)	-1%	-1.4%	9%
O=C(CN1C(=O)NC2(CCCC2)C1=O)Nc1ccccc1	5%	-0.4%	-2%
CC(C)[C@H](NC(=O)N1c2ccccc2NC(=O)[C@@H]1C(C)C)C(=O)N[C@@H](Cc1ccccc1)C(=O)O	0%	0.3%	-6%
COc1cc([N+](=O)[O-])ccc1NC(=O)NCCCN1CCCC1=O	-6%	-0.1%	-2%

Of the compounds above, these have a nitro group on carbon.
SMILES	SIAH1 antagonists	West Nile virus CPE	Salmonella PhoP GFP
COC(=O)COc1ccc2c(c1)O/C(=C\c1cccc([N+](=O)[O-])c1)C2=O	2%	-0.5%	-6%
COc1cc([N+](=O)[O-])ccc1NC(=O)NCCCN1CCCC1=O	-6%	-0.1%	-2%

(more compounds)
SMILES	SIAH1 antagonists	West Nile virus CPE	Salmonella PhoP GFP
O=C(CCN1C(=O)/C(=C/c2ccccc2F)SC1=S)NCCc1ccc(O)cc1	9%	11%	-3%
CC1CCCCN1CCNC(=O)C1CCCN(c2ncnc3c2nc2n3CCCCC2)C1 (stereo not given)	6%	-0.3%	-13%
CCn1cc(CN2CCC(C(=O)Nc3ccc(Oc4cccnc4)cc3)CC2)cn1	2%	-0.8%	2%
O=C(CCN1CCN2CCCC2C1)N1c2ccccc2Sc2ccc(Cl)cc21 (stereo not given)	3%	-0.3%	4%
O=[N+]([O-])c1cccc(NC(=S)N2CCc3ccccc32)c1	0%	-0.5%	-6%
O=Cc1cc(-c2ccccc2)[nH]c1-c1ccccc1	4%	0.1%	-4%
COc1cc(F)ccc1S(=O)(=O)NCc1cccnc1	-2%	0.1%	-4%
CN(C)CCn1c(=O)n(Cc2ccccc2)c(=O)c2c3c(sc21)CCCCC3	4%	-1.1%	5%
Cc1ccc(S(=O)(=O)NCCCC(=O)N2CCC(C)CC2)cc1	-1%	-0.7%	-1%
On1c(-c2ccccc2Cl)nc2ncccc21	2%	-0.2%	-5%
O=C(NC1CCCCC1)C(c1ccco1)N(C(=O)c1csnn1)c1ccc(Cl)cc1 (stereo not given)	1%	-1.0%	0%
NNc1nc(-c2ccccc2Cl)nc2ccccc12	3%	0.0%	10%
COC(=O)c1cc(S(=O)(=O)N2CCCCCC2)cn1C	-2%	0.0%	-5%
CCOC(=O)c1oc2ccccc2c1NC(=O)c1ccco1	0%	0.3%	6%
CC(C)c1nnc(NC(=O)CS(=O)(=O)c2ccccc2)s1	-3%	0.0%	-6%
CC(=O)Nc1ccc(S(=O)(=O)N2CCN3CCCC3C2)cc1 (stereo not given)	-1%	-0.3%	-2%
Cc1ccc(NC(=O)[C@H](NC(=O)[C@@H]2Cc3ccccc3CN2)c2ccccc2)cc1C	5%	-1.1%	8%
Nc1cc(=O)[nH]c(SCC(=O)Nc2ccc(Oc3ccccc3)cc2)n1	-1%	0.8%	1%
Cc1ccc(NC(=O)CN(C)C(=O)Cc2ccc(Cl)c(Cl)c2)cc1	2%	-1.1%	-1%
Cc1cc(C)c(S(=O)(=O)Nc2nccs2)c(C)c1	-3%	0.4%	-4%

Continued; the last three above are carried over.
SMILES	SIAH1 antagonists	West Nile virus CPE	Salmonella PhoP GFP
Nc1cc(=O)[nH]c(SCC(=O)Nc2ccc(Oc3ccccc3)cc2)n1	-1%	0.8%	1%
Cc1ccc(NC(=O)CN(C)C(=O)Cc2ccc(Cl)c(Cl)c2)cc1	2%	-1.1%	-1%
Cc1cc(C)c(S(=O)(=O)Nc2nccs2)c(C)c1	-3%	0.4%	-4%
CC1CCc2c(sc3ncnc(SCC(=O)Nc4ccc(C(=O)O)cc4)c23)C1 (stereo not given)	2%	0.2%	-1%
Cc1cc(NS(=O)(=O)c2cn(C)nc2C)no1	-4%	0.3%	3%
CCC(=O)Oc1ccc(C(=O)Nc2cccc(NC(=O)c3ccco3)c2)cc1	3%	0.2%	10%
C=CCNC(=O)c1c[nH]c2ccc(S(=O)(=O)N(C)c3ccc(OCC)cc3)cc2c1=O	8%	1.3%	8%
CCc1ccc(NC(=S)N2CCC(NC(=O)C3CCCCC3)CC2)cc1	0%	0.0%	8%
COc1ccc(CCC(=O)N2CCCC(Nc3ccc(OC)cc3)C2)cc1 (stereo not given)	9%	0.3%	4%
COc1ccc(-c2csc(NC(=S)NC(=O)c3ccc4ccccc4c3)n2)cc1OC	-2%	1.1%	-1%
CCOc1ccc2ccc(OCC)c(/C=N/n3cnnc3)c2c1	3%	-1.4%	2%
COCCn1c(SCC(=O)NC2CCCCC2C)nc2ccccc2c1=O (stereo not given)	5%	-0.3%	2%
O=C(C1=C(O)C(=O)N(CCN2CCOCC2)C1c1ccco1)c1cc2ccccc2o1 (stereo not given)	0%	0.0%	-8%
Cc1ccc(S(=O)(=O)N2CC(C)C(=O)CC2C)cc1 (stereo not given)	0%	-0.5%	6%
Cc1cnc(C(=O)OCc2ccc(C#N)cc2)cn1	9%	-0.1%	-1%
Cc1ccc(OCCn2ncc3ccccc3c2=O)c(C)c1	2%	-0.7%	-1%
COc1ccc(CCNC(=O)CCSCc2ccccc2F)cc1OC	4%	-0.5%	4%
COc1cc(NC(=O)COc2ccccc2)ccc1NC(=O)c1ccco1	5%	0.7%	-5%
CC(=O)Oc1ccc(C(=O)NCc2ccc3c(c2)OCO3)cc1	4%	0.8%	-1%
O=C(Nc1cc(Cl)cc(Cl)c1)C1C2C=CC3(O2)C1C(=O)N(CCCN1CCOCC1)C3C(=O)NC1CCCCC1 (stereo not given)	-2%	0.1%	2%
CCn1c(SCC(=O)N2CCC(C)CC2)nnc1-c1ccco1	-2%	-0.8%	5%
COc1ccc(C2NC(=O)NC(C)=C2C(=O)OCC2CCCCC2)cc1OC (stereo not given)	9%	-0.8%	14%
COc1ccc(C(CNC(=O)c2ccc(S(=O)(=O)Nc3ccccc3F)cc2)N(C)C)cc1 (stereo not given)	-3%	-0.2%	-8%
O=S(=O)(c1cc(F)ccc1F)N1CCN(C2CCCCC2)CC1	0%	-0.5%	0%
CC(=O)Nc1ccc(S(=O)(=O)N2CCN=C2SCc2ccc(C)cc2)cc1	2%	-0.7%	-7%
CCC(NC(=O)Cc1c(C)c2c(cc(C)c3c(C)c(C)oc32)oc1=O)C(=O)O (stereo not given)	3%	-0.6%	5%
CCCOc1cccc(C(=O)Nc2ccccc2C(=O)N2CCN(C)CC2)c1	10%	-0.7%	-5%
O=C(NCCCC1CCCC1)C1CCC(=O)N(Cc2cccc(F)c2)C1 (stereo not given)	-8%	-0.1%	-1%
O=C(NCCNC(=O)c1ccc(Cl)cc1Cl)c1ccco1	-1%	0.3%	-3%
Cc1ccc(C23CC4CC(CC(C(=O)NC(C)C)(C4)C2)C3)cc1	-4%	-1.7%	-5%
CCn1cc(/C=C(\NC(=O)c2ccccc2F)C(=O)N2CCCC2)c2ccccc21	0%	0.2%	-5%
CCN(CC)CCCN1CC(=O)N2[C@@H](Cc3c([nH]c4ccccc34)C2(C)C)C1=O	1%	-0.6%	-2%
CCCN1CN=C(NS(=O)(=O)c2ccc(C)cc2)NC1	2%	0.6%	-2%
CCOC(=O)C1=C(C)N=c2s/c(=C/c3cccc([N+](=O)[O-])c3O)c(=O)n2C1c1ccccc1 (stereo not given)	-4%	-1.3%	10%
CCCCn1nc(C(=O)NNC(=O)c2ccncc2)c2ccccc2c1=O	0%	-0.1%	-6%
COc1ccc(/C=C/C(=O)N2CCN(C)CC2)cc1OC	-5%	0.7%	-8%
COCCN(Cc1ccc(F)cc1)C(=O)c1cc2ccccc2oc1=O	-2%	-1.3%	0%
O=C(CSc1nnc(CNC(=O)c2cccs2)o1)Nc1ccccc1C(F)(F)F	3%	-0.2%	-1%
CC(=O)COC(=O)C1=NN(c2ccccc2)C(=O)CC1	4%	-0.3%	7%
CC(C)N1C(=O)N(c2cccc(Cl)c2)C(C)(O)CC1(C)C (stereo not given)	-4%	-0.5%	-6%
CSc1nccc(N/N=C/c2ccccc2)n1	-2%	-0.7%	1%
Cc1ccc(C#N)c(SCCN2CCCCC2)n1	-2%	-0.3%	0%
Cc1cc(N/C=C/C(=O)c2ccccc2)ccc1Br	5%	-0.6%	-5%
COc1ccc(Cl)cc1NC(=O)CN1CCN(C(=O)N2CCOCC2)CC1	8%	-0.4%	-2%
CC1CCN(CC(O)COc2ccc(OCC(O)CN3CCC(C)CC3)cc2)CC1 (stereo not given)	-1%	-0.2%	-3%
COc1ccccc1N1CCN(C2CCCN(C(=O)CCn3cncn3)C2)CC1 (stereo not given)	0%	-0.3%	5%
COc1cccc(C2C(C#N)=C(N)N(N(C)C)C3=C2C(=O)CCC3)c1OC (stereo not given)	-4%	-0.6%	1%
CC1(C)CCN2CCC(C)(C)c3c(O)ccc1c32	11%	-0.4%	1%
CCn1cc(/C=C(\NC(=O)c2ccccc2OC)C(=O)NCCCN2CCOCC2)c2ccccc21	4%	-0.3%	2%
COCCCNC(=O)CCN1N=C(c2ccccc2)CCC1=O	-1%	0.2%	12%
CC(=O)NCCc1nc2cc(NS(=O)(=O)c3ccccc3)ccc2n1C	3%	0.1%	7%
COc1cc(C(=O)N2CCc3ccccc32)cc(OC)c1OC	0%	-0.3%	-3%
COc1ccc(/C=C(\C#N)C(=O)OCC(=O)NCc2ccco2)cc1	-1%	0.3%	-4%
Cc1ccc(S(=O)(=O)N/N=C\c2cn(CC(N)=O)c3ccccc23)cc1	2%	-0.2%	-6%

4 entries drawn at random from the list so far:
SMILES	SIAH1 antagonists	West Nile virus CPE	Salmonella PhoP GFP
CC(=O)NCCc1nc2cc(NS(=O)(=O)c3ccccc3)ccc2n1C	3%	0.1%	7%
COc1ccc(/C=C(\C#N)C(=O)OCC(=O)NCc2ccco2)cc1	-1%	0.3%	-4%
COc1cccc(C2C(C#N)=C(N)N(N(C)C)C3=C2C(=O)CCC3)c1OC (stereo not given)	-4%	-0.6%	1%
COc1ccc(Cl)cc1NC(=O)CN1CCN(C(=O)N2CCOCC2)CC1	8%	-0.4%	-2%

A portion of the library; count on the stated rates, not on these rows.
